IDH1 R132H inh: inhibitors of human IDH1 R132H | inhibition, % at 10 µM | IDH1 R132H reductase, diaphorase/resazurin fluorescence, 60 min | 70,000 tested, 0.18% active | O75874; in the data active means inhibition above about 34%;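 further: 0% = DMSO and 100% = no enzyme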
Target sequence (O75874 whole entry R132H): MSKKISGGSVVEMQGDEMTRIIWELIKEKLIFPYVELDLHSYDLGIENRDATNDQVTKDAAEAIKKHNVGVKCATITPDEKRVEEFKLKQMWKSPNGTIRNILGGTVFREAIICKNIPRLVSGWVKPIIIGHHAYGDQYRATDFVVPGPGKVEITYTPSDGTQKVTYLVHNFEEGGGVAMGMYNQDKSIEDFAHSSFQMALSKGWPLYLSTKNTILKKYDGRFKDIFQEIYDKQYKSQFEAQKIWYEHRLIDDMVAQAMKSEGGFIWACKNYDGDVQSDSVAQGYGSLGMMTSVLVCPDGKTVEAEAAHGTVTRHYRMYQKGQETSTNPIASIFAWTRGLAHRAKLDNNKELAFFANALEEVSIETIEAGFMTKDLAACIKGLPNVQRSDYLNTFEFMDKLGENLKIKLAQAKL
PRC2 inh: blocks human EZH2/PRC2 H3K27 methylation; inhibition, % at 12.5 µM; AID 651548; DELFIA TRF, 1 h; 57,000 tested, 0.35% active;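 active means mean inhibition of replicates at least 50% and every single replicate also reaching 50%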;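 further: dimethyl H3K27 on biotinylated H3 21-44 peptide detected by antibody; plate controls were median neutral control wells for no effect and median positive control wells for full effect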
An asterisk follows results filed as active; · = no result given. The list is partial, so the mix of outcomes need not match the whole.

The opening 3 compounds (preview)
SMILES | IDH1 R132H inh | PRC2 inh
CC(C)C#Cc1ccc2c(c1)O[C@@H](CN(C)C(=O)c1ccncc1)[C@@H](C)CN([C@H](C)CO)S2(=O)=O | 2.0 | -2
O=C(CSc1nnc(-c2ccco2)n1-c1ccccc1)Nc1ccc(F)cc1 | -0.7 | -9
O=C(NCC[C@@H]1CC[C@@H](NS(=O)(=O)c2cccc(F)c2)[C@H](CO)O1)C1CCCC1 | -0.3 | -1

Results, previewed entries included:
SMILES | IDH1 R132H inh | PRC2 inh
CC(C)C#Cc1ccc2c(c1)O[C@@H](CN(C)C(=O)c1ccncc1)[C@@H](C)CN([C@H](C)CO)S2(=O)=O | 2.0 | -2
O=C(CSc1nnc(-c2ccco2)n1-c1ccccc1)Nc1ccc(F)cc1 | -0.7 | -9
O=C(NCC[C@@H]1CC[C@@H](NS(=O)(=O)c2cccc(F)c2)[C@H](CO)O1)C1CCCC1 | -0.3 | -1
CO[C@H]1CN(C)C(=O)c2cc(NC(=O)c3ccccc3F)ccc2OC[C@@H](C)N(C)C[C@@H]1C | -0.1 | 0
C[C@@H](NC(=O)C[C@@H]1C=C[C@@H](NS(=O)(=O)c2cccc(F)c2)[C@@H](CO)O1)c1ccccc1 | -0.3 | -2
C[C@@H]1CN([C@@H](C)CO)S(=O)(=O)c2ccc(Br)cc2O[C@H]1CN(C)C(=O)c1ccc2c(c1)OCO2 | · | 20
CCc1ccc(NC(=O)Cn2cnc3ccccc3c2=O)cc1 | -0.3 | 3
C[C@H](CO)N1C[C@H](C)[C@H](CN(C)Cc2ccncc2)Oc2ccc(NC(=O)Nc3cccc4ccccc34)cc2C1=O | 4.1 | 4
CO[C@@H]1CN(C)C(=O)c2cc(NS(=O)(=O)c3cn(C)cn3)ccc2OC[C@@H](C)N(CCC(F)(F)F)C[C@H]1C | -0.1 | -3
Cc1ccc(-c2cc(C(F)F)n3ncc(C(=O)NCCN4CCOCC4)c3n2)cc1 | -0.1 | 2
COc1ccc(S(=O)(=O)N(C)C[C@H]2OCc3ccccc3-c3ccccc3C(=O)N([C@@H](C)CO)C[C@H]2C)cc1 | -1.7 | -13
C[C@@H]1CN([C@@H](C)CO)C(=O)c2cc(NS(=O)(=O)c3cn(C)cn3)ccc2O[C@@H]1CN(C)Cc1ccncc1 | 2.7 | 12
O=C(C[C@H]1C[C@H]2c3cc(NC(=O)CC4CC4)ccc3O[C@H]2[C@H](CO)O1)NCC1CC1 | 0.4 | 13
Cc1nccn1CC1CCC2C(C1=O)c1ccccc1N2C (stereo not given) | 4.6 | ·
Cc1noc(C)c1NC(=O)N[C@H]1CC[C@@H](CCNC(=O)C2CCCC2)O[C@@H]1CO | 0.3 | -2
CO[C@@H]1CN(C)C(=O)c2cc(NC(=O)Nc3cccc(F)c3)ccc2OC[C@@H](C)N(C(=O)Nc2c(C)noc2C)C[C@@H]1C | 0.1 | -4
O=C(Cc1ccccn1)N[C@H]1CC[C@@H](CCNS(=O)(=O)c2cccc(F)c2)O[C@H]1CO | -0.2 | -3
O=C1O[C@@H](c2ccccc2)[C@@H](c2ccccc2)N2[C@@H](c3ccc(OCCO)cc3)[C@]3(C(=O)Nc4ccc(C#CC5=CCCCC5)cc43)[C@@H](C(=O)O)[C@H]12 | · | 25
CO[C@@H]1CN(C)C(=O)c2cc(NS(=O)(=O)CC(F)(F)F)ccc2OC[C@@H](C)N(C)C[C@H]1C | 0.2 | -5
Cc1cc2ncn(CC(O)COC3CCCCC3)c2cc1C (stereo not given) | -0.2 | -16
COc1cccc(C(=O)Nc2ccc3c(c2)OC[C@@H](C)N(CCc2ccccc2)C[C@@H](C)[C@@H](OC)CN(C)C3=O)c1 | -0.2 | -5
O=C(CC1NCCNC1=O)Nc1ccc([N+](=O)[O-])cc1 (stereo not given) | 0.5 | -2
CC(C)CC#Cc1cnc2c(c1)C(=O)N([C@H](C)CO)C[C@H](C)[C@H](CN(C)C(=O)Nc1cccc(F)c1)O2 | -0.7 | ·
CC(C)NC(=O)N(C)C[C@@H]1OCCCC[C@@H](C)Oc2ccc(NC(=O)Nc3ccc4c(c3)OCO4)cc2C(=O)N([C@@H](C)CO)C[C@@H]1C | 3.3 | ·
C[C@@H]1CN([C@H](C)CO)C(=O)Cc2cc(NC(=O)Cn3cnnn3)ccc2O[C@H]1CN(C)Cc1ccc(-c2ccccc2)cc1 | 0.3 | -34
(further entries)
SMILES | IDH1 R132H inh | PRC2 inh
CNC(=O)CN(c1cc(C)ccc1C)S(C)(=O)=O | -0.1 | -89
COc1ccccc1NC(=O)Nc1ccc2c(c1)C(=O)N(C)C[C@H](OC)[C@H](C)CN[C@H](C)CO2 | -0.4 | 2
Cc1ccc(NC(=O)COc2ccccc2)c(NC(=O)C2CC2)c1 | 1.5 | -5
O=C(C[C@H]1C[C@H]2c3cc(NC(=O)NC4CCCCC4)ccc3O[C@H]2[C@H](CO)O1)NCC(F)(F)F | 0.6 | 1
COc1cc(C(O)CCOC2OC(CO)C(O)C(O)C2O)cc2cc(-c3ccc4c(c3)OCO4)oc12 (stereo not given) | -0.6 | 1
O=C(C[C@H]1C[C@@H]2c3cc(NC(=O)Nc4ccc(C(F)(F)F)cc4)ccc3O[C@@H]2[C@H](CO)O1)NC1CCCCC1 | 0.0 | -27
COCC#Cc1ccc2c(c1)O[C@@H](CN(C)Cc1cncnc1)[C@@H](C)CN([C@@H](C)CO)S2(=O)=O | 1.2 | -4
COCC(=O)N(C)C[C@H]1Oc2ncc(C#C[C@@H](C)O)cc2C(=O)N([C@H](C)CO)C[C@H]1C | · | -11
O=C(O)C1=C[C@H](c2coc3ccccc3c2=O)C[C@H](OCCCCO)O1 | 0.0 | 5
COc1ccc(NC(=O)N[C@@H]2C=C[C@H](CC(=O)NC3CCCCC3)O[C@H]2CO)cc1 | 0.6 | -1
CCC(=O)N[C@H]1C=C[C@@H](CC(=O)OC)O[C@H]1CO | -0.2 | -5
CO[C@H]1CN(C)C(=O)c2ccc(NC(=O)Nc3ccccc3F)cc2OC[C@@H](C)N(C)C[C@H]1C | 0.0 | -9
O=C(N[C@H]1CC[C@@H](CCNS(=O)(=O)c2ccc(Cl)cc2)O[C@H]1CO)c1cccc(F)c1 | 0.0 | -1
C[C@@H]1CN([C@H](C)CO)C(=O)Cc2cc(N(C)C)ccc2O[C@H]1CN(C)S(C)(=O)=O | -0.6 | 4
C[C@@H]1CCCCO[C@H](CN(C)C(=O)C2CCCCC2)[C@H](C)CN([C@@H](C)CO)C(=O)c2cc(NC(=O)Nc3ccc4c(c3)OCO4)ccc2O1 | 3.0 | ·
C[C@@H]1CCCCO[C@H](CN(C)C(=O)Cc2ccccc2)[C@H](C)CN([C@@H](C)CO)C(=O)c2cc(NC(=O)Nc3ccc(F)cc3)ccc2O1 | -1.2 | ·
CC(C)c1ccc(NC(=O)CN(C)S(=O)(=O)c2ccc3ccccc3c2)cc1 | 0.3 | 6
C[C@H]1CN([C@@H](C)CO)S(=O)(=O)c2ccc(C#CC3(O)CCCC3)cc2O[C@@H]1CN(C)C(=O)Cc1ccncc1 | 0.3 | -7
O=C(N/N=C/c1ccc(Oc2ccccc2)cc1)c1ccccn1 | -0.2 | 14
Cc1noc(C)c1NC(=O)N(C)C[C@H]1Oc2ccc(NS(C)(=O)=O)cc2CC(=O)N([C@@H](C)CO)C[C@H]1C | 4.8 | ·
C[C@H](CO)N1C[C@H](C)[C@H](CN(C)C(=O)NC2CCCCC2)Oc2c(NS(=O)(=O)c3cccs3)cccc2C1=O | -0.4 | ·
O=C(CC1CC1)Nc1ccc2c(c1)[C@@H]1C[C@H](CC(=O)N3CCc4ccccc4C3)O[C@@H](CO)[C@@H]1O2 | -0.8 | 32
C[C@H]1CN([C@@H](C)CO)C(=O)c2cc(NC(=O)C3CC3)ccc2O[C@@H]1CN(C)C(=O)Nc1ccc(C(F)(F)F)cc1 | 0.3 | ·
C[C@H](CO)N1C[C@H](C)[C@H](CN(C)Cc2ccc(C(=O)O)cc2)Oc2ccc(NC(=O)Nc3cccc4ccccc34)cc2C1=O | -12 | 7
CC(C)NC(=O)N(C)C[C@@H]1Oc2ncc(C#CCC3CCCC3)cc2C(=O)N([C@H](C)CO)C[C@@H]1C | -0.5 | -17
More compounds
SMILES | IDH1 R132H inh | PRC2 inh
COc1cccc(C(=O)Nc2ccc3c(c2)C(=O)N(C)C[C@H](OC)[C@H](C)CN(C(=O)C2CCCC2)[C@H](C)CO3)c1 | -0.6 | -4
C[C@H]1CN([C@@H](C)CO)C(=O)CCCn2nncc2CO[C@H]1CN(C)C(=O)Nc1ccccc1C(F)(F)F | 1.9 | ·
CNC[C@H]1Oc2ccc(NS(=O)(=O)c3ccccc3)cc2CC(=O)N([C@@H](C)CO)C[C@H]1C | 1.2 | 4
COc1ccc(NC(=O)N(C)C[C@@H]2Oc3ccc(NC(=O)C4CC4)cc3C(=O)N([C@H](C)CO)C[C@@H]2C)cc1 | -0.3 | 0
CC(C)OC(=O)N(C)C[C@@H]1OCc2ccccc2-c2ccccc2C(=O)N([C@H](C)CO)C[C@@H]1C | 0.8 | 0
Cc1ccc(S(=O)(=O)Nc2ccc3c(c2)C(=O)N([C@H](C)CO)C[C@H](C)[C@@H](CN(C)C(=O)Nc2cccc4ccccc24)O3)cc1 | 0.2 | ·
COC(=O)[C@@]1(Cc2ccccc2N=[N+]=[N-])COC(c2ccc(OCCCO)cc2)=N1 | · | 4
CC(C)NC(=O)N(C)C[C@H]1Oc2c(NC(=O)C3CCCCC3)cccc2C(=O)N([C@@H](C)CO)C[C@@H]1C | · | -1
C[C@H]1CN([C@@H](C)CO)S(=O)(=O)c2ccc(C3=CCCC3)cc2O[C@H]1CN(C)CC1CCOCC1 | 0.0 | 1
COC(=O)c1c(-c2ccccc2)csc1NC(=O)c1cc(-c2cccnc2)nc2ccccc12 | 0.5 | ·
C[C@H](NC(=O)C[C@@H]1CC[C@H](NC(=O)Nc2ccc3c(c2)OCO3)[C@H](CO)O1)c1ccccc1 | 0.1 | -7
Cc1ccccc1C(=O)c1ccc(Nc2ccc(Br)cc2N)cc1Cl | -0.5 | 38
Cc1ccc(N(C(C)C(=O)Nc2ccc(Oc3ccccc3)cc2)S(C)(=O)=O)cc1C (stereo not given) | 0.6 | 10
COC(=O)COc1cccc(NC(=O)c2ccccc2-c2ccccc2C(=O)O)c1 | 0.3 | -5
Cc1noc(C)c1NC(=O)N(C)C[C@H]1Oc2ccc(NC(=O)c3ccncc3)cc2CC(=O)N([C@@H](C)CO)C[C@@H]1C | 0.0 | ·
CCCN1C[C@H](C)[C@H](OC)CN(C)C(=O)c2cc(NC(=O)COC)ccc2OC[C@H]1C | · | 3
C[C@@H]1CN([C@H](C)CO)C(=O)Cc2cc(NC(=O)CCCCCC(=O)Nc3ccccc3N)ccc2O[C@@H]1CN(C)S(=O)(=O)c1ccc(Cl)cc1 | 7.1 | -14
COCC(=O)N(C)C[C@H]1Oc2ncc(C#Cc3ccccc3OC)cc2C(=O)N([C@@H](C)CO)C[C@H]1C | -2.0 | -17
Cc1occc1C(=O)Nc1sc2c(c1C(=O)NCc1cccnc1)CCCC2 | 1.4 | 3
C[C@@H]1CCCCO[C@H](CN(C)C(=O)Cc2ccccc2)[C@@H](C)CN([C@H](C)CO)C(=O)c2cc(NC(=O)C3CCCCC3)ccc2O1 | 0.6 | ·
C[C@H](CO)N1C[C@H](C)[C@H](CN(C)C(=O)NC2CCCCC2)Oc2ccc(NS(=O)(=O)c3ccc(F)cc3)cc2CC1=O | -2.1 | 7
COC(=O)c1c(NC(=O)COc2ccccc2)sc(C)c1-c1ccccc1 | 0.0 | 5
CO[C@H]1CN(C)C(=O)c2ccc(NC(=O)C3CCCC3)cc2OC[C@@H](C)N(S(C)(=O)=O)C[C@@H]1C | -0.1 | 0
C[C@@H]1CCCCO[C@H](CN(C)C(=O)Nc2ccc3c(c2)OCO3)[C@H](C)CN([C@@H](C)CO)C(=O)c2cc(NC(=O)Cc3ccccc3)ccc2O1 | 16 | ·
CC(C)NC(=O)Nc1ccc2c(c1)C(=O)N([C@H](C)CO)C[C@H](C)[C@@H](CN(C)C(=O)Nc1ccc(C(F)(F)F)cc1)O2 | · | 0
O=C(C[C@@H]1C=C[C@H](NC(=O)Nc2ccc(C(F)(F)F)cc2)[C@H](CO)O1)NCc1ccccn1 | -0.1 | 18
CCC(Sc1ccccn1)C(=O)Nc1ccc(Br)cc1 (stereo not given) | 0.5 | 1
Cc1noc(C)c1NC(=O)N(C)C[C@@H]1OCCCC[C@@H](C)Oc2ccc(NC(=O)c3ccncc3)cc2C(=O)N([C@H](C)CO)C[C@H]1C | 6.5 | ·
C[C@H]1CN([C@@H](C)CO)S(=O)(=O)c2ccc(C#CC3CC3)cc2O[C@H]1CN(C)C(=O)c1ccccn1 | -0.2 | -4
C[C@@H]1CN([C@H](C)CO)C(=O)c2cccc(NC(=O)C3CCCCC3)c2O[C@@H]1CN(C)CC1CC1 | 0.1 | ·

Some of the entries above in another layout:
Compound,IDH1 R132H inh,PRC2 inh
COc1cccc(C(=O)Nc2ccc3c(c2)OC[C@@H](C)N(CCc2ccccc2)C[C@@H](C)[C@@H](OC)CN(C)C3=O)c1,-0.2,-5
O=C(CC1NCCNC1=O)Nc1ccc([N+](=O)[O-])cc1 (stereo not given),0.5,-2
CC(C)CC#Cc1cnc2c(c1)C(=O)N([C@H](C)CO)C[C@H](C)[C@H](CN(C)C(=O)Nc1cccc(F)c1)O2,-0.7,·
CC(C)NC(=O)N(C)C[C@@H]1OCCCC[C@@H](C)Oc2ccc(NC(=O)Nc3ccc4c(c3)OCO4)cc2C(=O)N([C@@H](C)CO)C[C@@H]1C,3.3,·

Screens (PubChem)
